From PubChem
Dengue-2 NS5 capping – Dengue-2 NS5 methyltransferase inhibitors, primary screen, biochemical, confirmation dose response (AID 588689) | inhibition, % at 25 µM, or IC50 in µM where a hit was titrated | Dengue-2 NS5 methyltransferase capping enzyme assay, biochemical; higher % means a stronger effect | 340,000 tested, 0.3% active | Genome polyprotein (Dengue virus type 2 (strain 16681-PDK53)); in the data active means a potency from the dose series; inconclusive means inhibition above about 29% without an active follow-up result
AID2073 – inhibitors of Mint1-CaV2.2 protein interaction, biochemical, HTRF (AID 2073); Voltage-dependent N-type calcium channel subunit alpha-1B (Homo sapiens); HTRF protein-protein interaction, Mint1-CaV2.2; higher % means a stronger effect; one-dose inhibition, % at 20 µM; IC50 in µM for titrated hits; 290,000 tested, 0.19% active; in the data active means inhibition mostly above about 51%, no sharp cut-off; inconclusive means no clear call, values can overlap the other calls; inactive means mostly below about 53%; further: some results filed as inactive read as strong as hits
NTR1 agonist – agonists of NTR1, primary screen, imaging, U2OS cells, beta-arrestin-GFP, high content (AID 493036); NTR1-U2OS beta-arrestin-GFP spot imaging, agonist mode; activation, % at 20 µM; 330,000 tested, 0.17% active;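 active means activation at or above 40% of the spot to cytoplasm intensity ratio, with at least 20 cells analyzed; inconclusive means wells under 20 cells, flagged as cytotoxic or low count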;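 further: 0% = DMSO without peptide and 100% = 100 nM NTR1 peptide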
Target sequence (P30989 whole entry, looked up): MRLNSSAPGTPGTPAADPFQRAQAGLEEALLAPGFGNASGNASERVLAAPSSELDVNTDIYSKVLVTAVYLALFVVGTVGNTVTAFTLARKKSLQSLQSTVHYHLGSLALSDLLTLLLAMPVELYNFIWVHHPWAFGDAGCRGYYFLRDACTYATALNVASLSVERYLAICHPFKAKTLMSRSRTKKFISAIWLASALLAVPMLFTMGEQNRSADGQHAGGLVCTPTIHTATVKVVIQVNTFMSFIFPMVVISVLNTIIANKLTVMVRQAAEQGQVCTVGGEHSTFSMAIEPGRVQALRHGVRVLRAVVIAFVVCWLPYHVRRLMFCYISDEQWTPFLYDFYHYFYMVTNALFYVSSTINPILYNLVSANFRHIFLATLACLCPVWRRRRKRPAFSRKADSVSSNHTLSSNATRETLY
West Nile virus CPE – West Nile virus antiviral activity, cell-based, CPE readout (AID 1621). West Nile virus-infected cells, CPE inhibition; higher % means a stronger effect. one-dose CPE inhibition, % at 10 µM; IC50 in µM for titrated hits. 290,000 tested, 0.02% active; in the data active means a potency from the dose series; inconclusive means CPE inhibition mostly from about 3.7% at the one dose, without a potency; inactive means the rest, 99 in 100 with CPE inhibition below about 2.2%; further: strong numbers were not always called active
Large T inhibition – SV40 large T antigen inhibitors, biochemical (AID 1903); 310,000 tested, 0.39% active; one-dose inhibition, % at 20 µM; IC50 in µM for titrated hits; SV40 large T antigen ATPase/helicase inhibition assay; higher % means a stronger effect; in the data active means a potency from the dose series; inconclusive means inhibition mostly from about 32% at the one dose, without a potency; inactive means the rest, 99 in 100 with inhibition below about 32%; further: strong numbers were not always called active
SIAH1 antagonists – Siah-1 peptide-binding antagonists, primary screen, biochemical, fluorescence polarization, rhodamine-plectin, uHTS (AID 1817). Siah-1 / rhodamine-plectin peptide fluorescence polarization; higher % means a stronger effect. one-dose displacement, % at 20 µM; IC50 in µM for titrated hits. 290,000 tested, 0.02% active;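 active means displacement of at least 50% at 20 µM, with a fluorescence ratio check between 0.3 and a set limit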;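 further: plate controls were Siah plus tracer with DMSO for no effect and tracer alone without Siah for full effect; strong numbers were not always called active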
RSV antiviral HEp-2 – RSV antiviral activity via CPE protection, HEp-2 cells, primary 10 µM value included (AID 2391); 310,000 tested, 0.13% active; one-dose CPE inhibition, % at 10 µM; IC50 in µM for titrated hits; HEp-2 cells, RSV-induced CPE inhibition; higher % means a stronger effect; in the data active means a potency from the dose series; inconclusive means CPE inhibition mostly from about 23% at the one dose, without a potency; inactive means the rest, 99 in 100 with CPE inhibition below about 21%; further: strong numbers were not always called active
K1F lysis inhibition – inhibition of K1F phage lysis, E. coli UTI89, bacterial capsule biogenesis inhibitors, alamar blue (AID 488966) | E. coli UTI89 K1F phage lysis, alamar blue, 2 h; higher % means a stronger effect | one-dose inhibition, % at 100 µM; IC50 in µM for titrated hits | 340,000 tested, 0.02% active;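 active means phage lysis inhibition, versus mean bacterial control, above a set limit; inconclusive means no clear call, values can overlap the other calls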;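 further: capsule biogenesis inhibitors block K1F phage lysis so surviving cells raise fluorescence; higher fluorescence means more inhibition of phage lysis; actives were called in the ten point dose series up to 300 µM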
Rac1 GTP hydrolysis – MgcRacGAP GTPase-activating activity inhibitors, confirmation, biochemical, ADP Hunter fluorescence; 340,000 tested, 0.6% active; inhibition, % at 30 µM; hits with a dose series show IC50 in µM; Rac GTPase-activating protein 1 (Homo sapiens); MgcRacGAP-stimulated Rac1 GTP hydrolysis, ADP Hunter fluorescence; higher % means a stronger effect; GST-tagged Rac1 F28L mutant substrate; AID 624330, 2012;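 active means first-screen hits whose inhibition reached a set limit at any dose in the follow-up dose series; inconclusive means inhibition above the set first-screen limit but never retested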;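 further: fluorescence reports GDP produced by GAP-driven GTP hydrolysis; strong numbers were not always called active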
NTR1 agonist cell count 20 µM – further read-out of NTR1 agonist, marked with its call; cell count; measured here: cell count, cytotoxicity flag
Dengue-2 NS5 capping pilot replicate – also measured in Dengue-2 NS5 capping; calls as there; inhibition, %; measured here: pilot screen replicate inhibition
Numbers without * were called inactive; ? = inconclusive; / = no result given; & = joins results of further samples; [ ] = another dose, or the depositor's remark.

SMILES	Dengue-2 NS5 capping	AID2073	NTR1 agonist	NTR1 agonist cell count 20 µM	West Nile virus CPE	Large T inhibition	SIAH1 antagonists	RSV antiviral HEp-2	K1F lysis inhibition	Rac1 GTP hydrolysis	others
c1ccc(Cn2nnc3c(N4CCN(Cc5ccc6c(c5)OCO6)CC4)ncnc32)cc1	3%	13%	5.0	55	0.1%	12%	-1%	0.1%	8.6%	7%
Cc1ccc(NS(=O)(=O)c2cccc(C(=O)N3CCOCC3)c2)cc1	-1%	-4%	-0.4	41	-0.2%	1%	4%	-0.1%	0.7%	12%
COc1ccccc1N/C(N)=N/c1nc(C(F)(F)F)cc(=O)[nH]1	-6%	0%	-0.3	97	-0.5%	10%	-15%	4.5%	0.1%	4%
O=C(Oc1ccccc1N1CCOCC1)c1ccccc1	-7%	-10%	-0.2	43	-0.1%	16%	10%	1.1%	-0.4%	9%
CCOC(=O)/C=C1\SCC(=O)N1CC(=O)NCc1cccc(Cl)c1	3%	-10%	0.9	49	-0.5%	4%	7%	0.3%	0.6%[50 µM]	0%
Cn1c(=O)c2ncn(CC(=O)NCCOCc3ccccc3Cl)c2n(C)c1=O	1%	-5%	2.3	59	-0.8%	16%	-3%	4.0%	11%	1%
CC(=O)Nc1nnc(SCC(=O)N2CCCc3ccccc32)s1	-19%	3%	0.3	56	0.4%	11%	10%	-0.7%	0.3%	2%
O=C(Nc1ccccc1F)c1cnccn1	-11%	8%	1.6	53	0.1%	-2%	7%	2.2%	-0.2%	10%
CN(C(=O)CSc1nnc(-c2ccccc2F)n1N)C1CCCCC1	-9%	/	2.0	61	/	/	/	3.7%	0.8%[50 µM]	4%
Cc1ccc(S(=O)(=O)NCC(=O)NCC(=O)N(C)Cc2ccc3ccccc3c2)cc1C	-12%	7%	1.7	47	-0.7%	1%	-1%	4.5%	-0.2%	8%
CC(C)(C)C1C/C(=C/c2ccccn2)C(=O)/C(=C/c2ccccn2)C1 (stereo unspecified)	-12%	-2%	39	46	-1.9%	5%	1%	-1.5%	0.3%	13%
Cc1nc2ccccc2c(=O)n1NC(=O)c1cccc([N+](=O)[O-])c1	1%	-10%	-0.1	39	-0.2%	-2%	-1%	-0.8%	-0.6%	1%
NCc1ccc(S(N)(=O)=O)cc1	-1%&-6%	-1%	-0.3&-1.8	56&63	0.0%	13%	-1%	0.0%	-1.6%&4.2%	-2%&0%
Cc1nn(-c2ccc(N3CCCCC3)nn2)c(C)c1CCC(=O)Nc1cc(F)ccc1F	-7%	18%	-0.5	63	1.3%	-1%	3%	?	-0.1%	10%
c1ccc(C2CCC(N3CCC(N4CCCCC4)CC3)CC2)cc1 (stereo unspecified)	/	8%	-0.2	77	/	17%	-2%	-2.5%	/	/

Next part; it opens with the three that closed the last part.
SMILES	Dengue-2 NS5 capping	AID2073	NTR1 agonist	NTR1 agonist cell count 20 µM	West Nile virus CPE	Large T inhibition	SIAH1 antagonists	RSV antiviral HEp-2	K1F lysis inhibition	Rac1 GTP hydrolysis	others
NCc1ccc(S(N)(=O)=O)cc1	-1%&-6%	-1%	-0.3&-1.8	56&63	0.0%	13%	-1%	0.0%	-1.6%&4.2%	-2%&0%
Cc1nn(-c2ccc(N3CCCCC3)nn2)c(C)c1CCC(=O)Nc1cc(F)ccc1F	-7%	18%	-0.5	63	1.3%	-1%	3%	?	-0.1%	10%
c1ccc(C2CCC(N3CCC(N4CCCCC4)CC3)CC2)cc1 (stereo unspecified)	/	8%	-0.2	77	/	17%	-2%	-2.5%	/	/
COc1cc(/C(C)=N/NC(=O)c2nnn(-c3nonc3N)c2-c2cccs2)ccc1O	-1%	7%	3.7	77	?	/	10%	1.2%	0.0%	10%
CCOC(=O)C1(Cc2cccc(OC)c2)CCCN(Cc2cc(C(C)C)n[nH]2)C1 (stereo unspecified)	-8%	-7%	-1.6	26	0.5%	22%	0%	-0.3%	-1.3%	2%
N#Cc1cnn(-c2cccc(Cl)c2)c1N	-3%	15%	0.2	52	-0.2%	7%	13%	2.8%	-0.6%	-1%
Cc1ccc(OCc2cc(C(=O)N3CCCC(O)C3)no2)cn1 (stereo unspecified)	3%	8%	0.4	65	0.2%	6%	-1%	4.9%	0.4%	12%
c1ccc2oc(C3=NNC(=NC4CC4)SC3)cc2c1	-6%	-14%	-0.2	79	-1.1%	18%	-8%	14%	0.1%	12%
O=C1CC(/C=C/c2ccccc2)=Nc2ccccc2N1	-5%	-9%	1.9	43	0.7%	1%	7%	0.3%	-0.9%	-2%
O=C(/C=C/c1cccs1)N1CCN(c2ccc(F)cc2)CC1	5%	-2%	1.6	52	-0.3%	14%	4%	2.2%	1.8%	8%
CCCS(=O)(=O)c1ccc(COC(=O)c2ccc(NC(C)=O)cc2)cc1	-7%	-2%	1.1	33	-0.2%	5%	-8%	2.1%	-0.6%	-1%
CC(=O)c1ccc(NC(=O)N[C@@H](CC(C)C)C(=O)O)cc1	15%	2%	1.2	38	0.3%	4%	1%	-0.6%	1.7%	6%
O=C(O)c1nccnc1C(=O)NCc1csc2ccc(Cl)cc12	/	-4%	2.1	41	0.3%	11%	14%	9.0%	/	/
O=C(NCc1ccc2c(c1)OCO2)c1ccc(CS(=O)Cc2cccc(Cl)c2)o1 (stereo unspecified)	3%	4%	0.5	59	-0.1%	13%	-1%	2.4%	0.2%	/
O=C(c1cc2ccccc2oc1=O)N1CCN(c2ccccn2)CC1	-2%	-11%	-1.9	95	-0.7%	26%	0%	1.3%	3.9%	6%
Clc1ccc2c(c1)-c1[nH]ncc1CS2	0%	-1%	4.8	50	-0.4%	-1%	14%	3.8%	-1.4%	-4%
CN1CCN(C(=O)CCN2C(=O)/C(=C\c3ccccc3F)SC2=S)CC1	-4%	0%	0.5	36	?	12%	7%	4.5%	1.5%	6%
C=CCn1c(=S)[nH]c2nc3c(cc2c1=O)CCCC3	-2%	-50%	3.1	54	-0.8%	5%	-1%	?	0.4%	11%

Random excerpt: 2 entries already listed.
SMILES	Dengue-2 NS5 capping	AID2073	NTR1 agonist	NTR1 agonist cell count 20 µM	West Nile virus CPE	Large T inhibition	SIAH1 antagonists	RSV antiviral HEp-2	K1F lysis inhibition	Rac1 GTP hydrolysis	others
O=C(NCc1ccc2c(c1)OCO2)c1ccc(CS(=O)Cc2cccc(Cl)c2)o1 (stereo unspecified)	3%	4%	0.5	59	-0.1%	13%	-1%	2.4%	0.2%	/
O=C(c1cc2ccccc2oc1=O)N1CCN(c2ccccn2)CC1	-2%	-11%	-1.9	95	-0.7%	26%	0%	1.3%	3.9%	6%

Next structures
SMILES	Dengue-2 NS5 capping	AID2073	NTR1 agonist	NTR1 agonist cell count 20 µM	West Nile virus CPE	Large T inhibition	SIAH1 antagonists	RSV antiviral HEp-2	K1F lysis inhibition	Rac1 GTP hydrolysis	others
COc1ccc(S(=O)(=O)Nc2ccc(-c3ccc4nncn4n3)cc2)c(OC)c1	-9%	/	2.4	68	/	15%	/	-3.3%	1.2%[50 µM]	10%
COC(=O)c1sc2ccccc2c1-n1cccc1C(=O)C(=O)Nc1ccccc1	-1%	2%	0.9	59	0.6%	9%	-3%	4.7%	1.0%	-6%
Cc1ccc(/C=C/C(=O)O)cc1S(=O)(=O)N(CCO)CCO	-7%	16%	-4.2	81	0.2%	-3%	4%	1.8%	2.6%	10%
COC(=O)C(CC(=O)c1ccc(C)cc1)n1cccn1 (stereo unspecified)	3%	2%	0.6	56	-0.3%	7%	2%	0.6%	0.1%	11%
CCN(CC(=O)Nc1c(F)cccc1F)C(=O)c1ccc(S(=O)(=O)N2CCCCC2)cc1	-4%	/	-1.2	80	/	11%	/	-0.8%	1.3%[50 µM]	7%
CN(CC(=O)NNC(=O)CCNS(=O)(=O)c1ccccc1)S(=O)(=O)c1ccc(Cl)cc1	-2%	/	0.5	47	/	16%	/	2.9%	0.6%[50 µM]	7%
COc1ccc(CNC(=O)C(C)Cc2ccccc2)cc1O (stereo unspecified)	-4%	3%	-0.3	98	-0.4%	7%	3%	0.8%	0.5%	12%
Cc1ccc(-c2nnc(COC(=O)c3cc(=O)[nH]c4ccccc34)o2)cc1	5%	11%	1.1	70	-0.1%	5%	7%	0.7%	-0.1%	-1%
CCc1ccc(CCC(=O)Nc2nc(CC(C)=O)ns2)o1	-5%	10%	-2.4	96	0.3%	21%	4%	1.8%	1.8%	9%
Cc1ccc(-n2c(C(C)n3nc(C)c([N+](=O)[O-])c3C)n[nH]c2=S)cc1 (stereo unspecified)	-1%	1%	-1.5	86	0.5%	5%	2%	0.1%	0.2%	9%	Dengue-2 NS5 capping pilot replicate=-5.2
O=C(Cn1ccccc1=O)c1cccs1	-5%	-13%	-0.6	52	-0.2%	5%	-4%	2.2%	2.3%	3%
O=c1c(Cc2ccccc2)c(O)nc2n1CCS2	2%	-5%	4.2	48	0.5%	0%	2%	-0.4%	1.3%	7%
COc1ccc(-c2nc(N)n(C(=O)c3ccccc3Cl)n2)cc1	-4%	2%	-0.1	47	0.3%	20%	-8%	1.4%	1.7%	3%
O=C(NCCCn1ccnc1)C1CC(c2ccccc2Cl)=NO1 (stereo unspecified)	-11%	6%	-0.5	51	0.1%	8%	-1%	1.0%	0.1%	16%
CCC(C)C(NC(=O)c1ccccc1NC(=O)c1ccc(C)cc1)C(=O)O (stereo unspecified)	5%	2%	0.2	82	1.9%	2%	11%	0.8%	0.1%	10%
COC(=O)C(NC(C)=O)(Nc1ccccn1)C(F)(F)F (stereo unspecified)	-4%	?	0.3	92	0.5%	-1%	3%	-0.4%	0.2%	7%
CC(/C=C/c1ccc(OCc2ccccc2)cc1)=N\O	-3%	5%	3.0	43	-0.2%	8%	-1%	3.1%	2.0%	3%
CC1CCCN(C(=O)COC(=O)/C=C/c2ccc(C(F)(F)F)cc2)C1 (stereo unspecified)	-6%	/	1.6	69	/	/	/	0.9%	0.8%[50 µM]	0%
COC(=O)c1ccc(Oc2nc3ccccc3n3c(C)nnc23)cc1	-6%	/	6.1	63	/	1%	/	1.7%	-0.4%	-12%
CC(C)[C@H](NC(=O)OC(C)(C)C)c1nnc(S(=O)(=O)Cc2c(F)cccc2Cl)o1	-39%	21%	33	80	0.1%	/	2%	-4.0%	-2.2%	12%
CCOC(=O)CCc1c(C)c2ccc(O)cc2oc1=O	0%	32%	-0.6	88	0.1%	?	2%	0.4%	0.4%	11%
